Glioma ERSR ind – qHTS for Inducers of the Endoplasmic Reticulum Stress Response (ERSR) in Human Glioma: qHTS; Potency, µM, for the others: at the top dose activation, actives largely listed as activators; hit rate 0.02% among 420,000; U87-MG GRP78 promoter luciferase reporter, 16 h; further: potency means the concentration at half of the fitted maximal effect; series mostly up to about 76 µM; % of control where 0% means no effect; nearly all actives have a fitted effect of over 35% in size
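Stably transfected U87-MG human glioma cells carrying a GRP78-based luminescent sensor were seeded at 1000 cells/well, pin-dosed with compounds and incubated 16 h. Luciferase reagent was then added, and end-point luminescence was read after 10 min at room temperature.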
RGS4 inh – Inhibitors of Regulator of G Protein Signaling (RGS) 4: qHTS | Transcreener GDP fluorescence polarization, RGS4-accelerated GTP hydrolysis | Regulator of G-protein signaling 4 (Homo sapiens), P49798 | Potency, µM (highest dose often 114 µM), without a hit: at the highest dose activity change, negative = inhibition, usual class: inhibitors | hit rate 0.039% among 390,000; further: potency means the concentration at half of the fitted maximal effect; on the % scale 0 is the no-effect control and ±100 the full control effect; nearly all actives have a fitted effect of over 75% in size; some results filed as inactive show a strong effect at the top dose
Target sequence (P49798 whole entry, looked up): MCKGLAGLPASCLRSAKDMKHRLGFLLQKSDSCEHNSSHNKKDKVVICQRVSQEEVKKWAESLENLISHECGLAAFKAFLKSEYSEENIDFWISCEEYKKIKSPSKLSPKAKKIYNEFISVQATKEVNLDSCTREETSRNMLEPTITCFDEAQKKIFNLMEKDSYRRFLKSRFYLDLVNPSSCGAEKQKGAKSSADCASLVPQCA
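MLSMR compounds (23 nl, pin-transferred) preincubated 10 min at room temperature with a 500nM (2x) first reagent, then RGS4 at 900nM (2x) plus Transcreener GDP mix added; fluorescence polarization (620/688 nm) read before and after 90 min at 30 °C.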
rTrxR1 inhibitor – qHTS Assay for Inhibitors of Mammalian Selenoprotein Thioredoxin Reductase 1 (TrxR1): qHTS; Thioredoxin reductase 1, cytoplasmic (Rattus norvegicus), O89049; recombinant rTrxR1, NADPH fluorescence consumption, selenite substrate; Potency, µM (doses to about 114 µM), inactives show at the highest dose activity change, negative = inhibition, hits mostly inhibitors; hit rate 1% among 390,000; AID 588453, 2011; further: potency means the concentration at half of the fitted maximal effect; on the % scale 0 is the no-effect control and ±100 the full control effect; nearly all actives have a fitted effect of over 65% in size
Target sequence (O89049 whole entry, looked up): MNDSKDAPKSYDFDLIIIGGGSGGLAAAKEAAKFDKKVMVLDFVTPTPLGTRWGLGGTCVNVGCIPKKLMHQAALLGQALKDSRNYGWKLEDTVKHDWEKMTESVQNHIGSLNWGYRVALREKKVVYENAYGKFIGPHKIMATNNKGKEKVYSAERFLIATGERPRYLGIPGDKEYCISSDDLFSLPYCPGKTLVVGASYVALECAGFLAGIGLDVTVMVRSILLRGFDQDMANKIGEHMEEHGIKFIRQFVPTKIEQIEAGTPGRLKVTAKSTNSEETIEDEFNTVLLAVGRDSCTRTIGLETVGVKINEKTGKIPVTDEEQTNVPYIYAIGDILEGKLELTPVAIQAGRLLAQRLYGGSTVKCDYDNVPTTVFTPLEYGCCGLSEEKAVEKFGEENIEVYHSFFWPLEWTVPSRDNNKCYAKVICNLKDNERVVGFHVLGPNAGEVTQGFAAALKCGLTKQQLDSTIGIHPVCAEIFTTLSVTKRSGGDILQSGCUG
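Rat TrxR1 (90 nM in the dispensed reagent) was pre-reduced with 400 uM NADPH for 5 min at room temperature, then incubated with compound for 15 min. After 400 uM selenite was added, NADPH fluorescence (Ex 340/Em 450 nm) was followed for 8 min.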
IDH1 R132H inh – qHTS for Inhibitors of mutant isocitrate dehydrogenase 1 (IDH1): qHTS; hit rate 0.093% among 390,000; AID 602179, 2012; IDH1-R132H enzyme, NADPH consumption, diaphorase/resazurin fluorescence; Isocitrate dehydrogenase [NADP] cytoplasmic (Homo sapiens), O75874; Potency, µM (series often up to 76.6 µM), without a hit: top-dose activity change, negative = inhibition, usual class: inhibitors; further: potency means the concentration at half of the fitted maximal effect; on the % scale 0 is the no-effect control and ±100 the full control effect; nearly all actives have a fitted effect of over 65% in size
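IDH1-R132H (0.5 ug/mL) preincubated 30 min with compound, then NADPH (0.016 mM) and alpha-KG (2 mM) added; 80 min at RT, pH 7.5. Remaining NADPH coupled via diaphorase/resazurin to fluorescence (540/590 nm); concentration-response curves normalized to no-enzyme control.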
Vif-APOBEC3G blk – qHTS for Inhibitors of Vif-A3G Interactions: qHTS; Potency, µM (titrated, usually from 46.1 µM), inactives show at the top dose activity, negative = active, actives largely listed as inhibitors; HeLa A3G-eYFP + Vif (tagged APOBEC3G with the HIV-1 protein that degrades it), YFP fluorescence, overnight; hit rate 0.076% among 410,000; DNA dC->dU-editing enzyme APOBEC-3G (Homo sapiens), Q9HC16;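 further: potency means the concentration at half of the fitted maximal effect; on the % scale 0 is the no-effect control and ±100 the full control effect; nearly all actives have a fitted effect of over 60% in size; hits raise eYFP signal because A3G escapes Vif-driven loss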
Target sequence (Q9HC16 whole entry, looked up): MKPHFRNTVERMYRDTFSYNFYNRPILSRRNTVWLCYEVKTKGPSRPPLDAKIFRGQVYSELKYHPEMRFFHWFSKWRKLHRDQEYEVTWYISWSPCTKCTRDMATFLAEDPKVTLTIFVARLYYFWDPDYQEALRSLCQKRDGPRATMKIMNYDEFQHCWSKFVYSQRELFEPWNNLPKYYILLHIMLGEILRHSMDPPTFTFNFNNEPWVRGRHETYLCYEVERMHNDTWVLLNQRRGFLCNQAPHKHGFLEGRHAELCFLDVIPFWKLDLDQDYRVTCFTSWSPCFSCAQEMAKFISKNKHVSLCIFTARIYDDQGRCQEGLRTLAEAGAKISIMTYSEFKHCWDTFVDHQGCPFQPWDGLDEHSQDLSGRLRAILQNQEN
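Read-out is eYFP fluorescence (Ex 488/Em 500-530) from Vif-expressing HeLa A3G-eYFP cells; more signal means A3G escaped Vif-mediated degradation. Cells plated overnight, compound pinned in, incubated overnight at 37 deg C.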
TrxR1 substrate – qHTS Assay for Substrates of Mammalian Selenoprotein Thioredoxin Reductase 1 (TrxR1): qHTS. Thioredoxin reductase 1, cytoplasmic (Rattus norvegicus), O89049. hit rate 0.01% among 390,000. AID 588456, 2011. Potency, µM (highest dose often 114 µM), for the others: top-dose activity change, negative = substrate turnover. purified TrxR1 substrate turnover, NADPH consumption readout; further: potency means the concentration at half of the fitted maximal effect; on the % scale 0 is the no-effect control and ±100 the full control effect; nearly all actives have a fitted effect of over 50% in size
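Rat TrxR1, dispensed at 90 nM, was prereduced with 400 uM NADPH (final) for 5 min at ~22 deg C, then incubated with compound 15 min before 400 uM selenite. A first-read NADPH fluorescence drop versus no-compound background flagged substrates.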
Vif-APOBEC3F blk – qHTS for Inhibitors of Vif-A3F Interactions: qHTS | Potency, µM (doses to about 46.1 µM), for inactives: at the top dose activity, negative = active | HeLa A3F-eYFP + Vif (tagged APOBEC3F with the HIV-1 protein that degrades it), YFP fluorescence increase | hit rate 0.2% among 390,000; further: potency means the concentration at half of the fitted maximal effect; % of control where 0% means no effect; nearly all actives have a fitted effect of over 65% in size
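Fluorescence increase (Ex 488/Em 500-530) after overnight compound treatment at 37 deg C flags inhibition of Vif-driven A3F-eYFP loss in stable HeLa A3F-eYFP/Vif cells seeded overnight beforehand.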
USP1 inh – Inhibitors of USP1/UAF1: Primary Screen. hit rate 0.23% among 390,000. Potency, µM (highest dose often 57.1 µM), inactives show top-dose activity change, negative = inhibition, most hits filed as inhibitors. Ubiquitin carboxyl-terminal hydrolase 1 (Homo sapiens), O94782. AID 743255, 2014. recombinant USP1/UAF1, Ub-Rhodamine cleavage fluorescence; further: potency means the concentration at half of the fitted maximal effect; on the % scale 0 is the no-effect control and ±100 the full control effect; nearly all actives have a fitted effect of over 60% in size; inactives centre near -12
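High-throughput fluorogenic screen: 1nM USP1/UAF1 complex, Ub-Rho substrate 150nM final, 50mM HEPES pH 7.8 with 0.5mM EDTA, 0.1 mg/ml BSA, 1mM TCEP and 0.01% Tween-20.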
LDHA block – qHTS assay for inhibitors of human lactate dehydrogenase. activity change, % (values are at about 110 or 230 µM). purified LDHA, NADH/diaphorase-resazurin fluorescence; stronger effect = lower value. hit rate 0.15% among 480,000; in the data active means activity change below about -30%; inconclusive means mostly about -25% to -30%;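 further: plate controls were DMSO wells for no effect and wells without enzyme for full effect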
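Resorufin fluorescence (ex540/em590), read at 0 and 20 min after diaphorase/resazurin addition, reports the NADH left after a 5 min room-temperature reaction of 2 nM human LDH5 with 0.06 mM NADH and 0.2 mM pyruvate.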
* hit, by the source's call; ? = inconclusive; . = not tested or not shown; [ ] = dose if it differs, or a comment. Unless noted, the call rests on the fitted dose curve; in most records, active means well fitted curve in the direction sought with a large enough effect; inconclusive means small, poorly fitted or top-dose-only effect, or another doubt; inactive means no such curve, though single readings can be large; an effect the other way counts as inactive or inconclusive. Some of the compounds tested; the hit share may differ from the screen's.

SMILES | Glioma ERSR ind | RGS4 inh | rTrxR1 inhibitor | IDH1 R132H inh | Vif-APOBEC3G blk | TrxR1 substrate | Vif-APOBEC3F blk | USP1 inh | LDHA block
CC(C)N(C(=O)CSc1nnc(NC(=O)Cc2cccs2)s1)C(C)C | 3% | 17% | 13% | -8% | 2% | 1% | 1% | -7% | -8
Cc1cc(C)c(C#N)c(N2CCSCC2)n1 | -4% | 18% | 1% | -5% | 0% | 32% | -9% | -7% | -7
O=C(Nc1nsc(-c2ccccc2)n1)c1ccncc1 | 1% | -22% | 13%[57.1 µM] | 11% | 2% | 12% | 3% | -19% | -4
CCN(CC(=O)NCc1cccs1)C(=O)c1ccc(OC)c(OC)c1 | -3% | -21% | -16% | 3% | 1% | -11% | 3% | -13% | -3
Nc1ccc(-c2nnc(-c3ccccc3)o2)cc1 | -6% | 1% | -1% | 1% | -3% | 16% | -4% | -21% | -2
CC(=O)Nc1ccc(NC(=S)NC(=O)/C=C/c2ccccc2)cc1 | -3% | ? | 6% | -4% | 1% | -8% | -6% | -22% | -2
COc1ccccc1N1CCN(C(=O)c2cc3c(s2)CCCCC3)CC1 | 2% | -7% | 7% | 4% | 0% | 1% | -5% | -4% | 1
CCCCCCc1cc2cc(S(=O)(=O)c3ccc(F)c(Cl)c3)c(=O)oc2cc1O | -3% | 12% | -16% | -2% | -13% | 25% | 9% | -18% | 0
CCCC(=O)Nc1cccc(-c2cn3ccsc3n2)c1 | 9% | -12% | -10% | 9% | 0% | -8% | 2% | -7% | -1
Cc1ccc(C(=O)N2CCN(c3cccc(Cl)c3)CC2)cc1-n1c(C)nc2cccnc21 | -2% | 4% | 9% | 14% | 3% | -1% | -2% | -11% | 4
COc1cccc2c1C(CO)N1C(C#N)C3CC(C(=O)O)C(C1C2)N3C (stereo unspecified) | -6% | 2% | 10% | 2% | -12% | 2% | 9% | ? | 4
O=c1c2ccccc2[nH]c(=S)n1CC1CCCO1 (stereo unspecified) | -3% | 5% | -10%[57.1 µM] | 7% | -6% | 7%[57.1 µM] | 0% | -12% | -6
CCN(CC(=O)Nc1ccc(OC)cc1)C(=O)c1cc2c(s1)CCCCC2 | -1% | 8% | 10% | 8% | 0% | -1% | 7% | -4% | -10
O=C(NCc1cccs1)c1ccc(CSc2nc3ccncc3n2Cc2ccccc2)cc1 | 5% | -7% | -4% | 10% | -1% | -5% | 4% | -6% | -7
O=C(Nc1ccc(Br)c2ccccc12)c1ccc2ccccc2c1O | -3% | -40% | 39%[0.0914 µM] | 19% | -1% | 10%[57.1 µM] | -11% | -9% | -4
O=C(NCc1ccco1)C(c1ccncc1)N(CCC1=CCCCC1)C(=O)Cn1nnc2ccccc21 (stereo unspecified) | -2% | 12% | 3%[57.1 µM] | -1% | -3% | 11%[57.1 µM] | 2% | -15% | -3
CCC(=O)Nc1cc(OC)c(NC(=S)Nc2ccccc2CC)cc1OC | -4% | . | . | 8% | 1% | . | -5% | ? | 12
CCOC(=O)c1c(NC(=O)c2cc(CC)on2)sc(C(C)=O)c1C | -3% | -32% | 2% | -13% | 3% | -5% | 2% | -7% | -11
COc1ccc(-n2cc(C(=O)NCCc3cc(OC)ccc3OC)c3ccccc3c2=O)cc1 | 8% | -6% | 0% | -3% | -2% | -2% | 17% | -16% | -10
O=C(CSc1nc2ccccc2s1)N1CCCCC1 | 2% | -40% | 23% | 1% | 0% | 11% | -8% | -4% | -8
CCOc1ccc(NC(=O)c2cc3c(n(-c4ccc(OC)cc4)c2=O)CC(C)(C)CC3=O)cc1 | -4% | 9% | 18% | 0% | -1% | -2% | -17% | -13% | -2
CC(=O)c1ccc(NC(=O)c2ccc3nc(C)sc3c2)cc1 | 3% | 8% | 27% | 1% | 4% | 8%[2.29 µM] | 0% | -12% | 2
COc1ccc(CCNS(=O)(=O)c2ccc3c(c2)CCCC3)cc1OC | -2% | 2% | 22% | 0% | 2% | -3% | 1% | -22% | 0
O=C(/C=C/c1ccccc1O)c1ccc(Cl)cc1 | -4% | ? | ? | 16% | 2% | -4% | -9% | ? | -1
N#CC(c1cccc(Cl)c1)c1ccc2c(C(F)(F)F)cc(C(F)(F)F)nc2n1 (stereo unspecified) | -8% | 11% | 15%[57.1 µM] | 3% | 1% | -7%[57.1 µM] | -9% | -15% | -4
CN(C)C(=O)c1ccc(NC(=O)COC(=O)c2cc(S(=O)(=O)N(C)C)ccc2N2CCCC2)cc1 | -2% | 7% | 4% | -2% | -1% | -6% | -4% | 2% | -10
COc1ccc(-c2cc(OC(=O)c3ccccc3Cl)c3c(C)oc(C)c3c(=O)c2)cc1OC | -4% | -2% | ? | -11% | 9% | 2% | -18% | -7% | 20
CCN(CC)CCCNC(=O)c1ccccc1C | -7% | -10% | 14% | 6% | -6% | -4% | -6% | -17% | 6
CCCN1CCN(CCCNC(=O)Cn2nc(-c3ccccc3)ccc2=O)CC1 | -2% | 6% | 22% | -2% | 1% | 14% | 4% | -13% | -9
O=C1c2ccccc2C2(c3cc(C(F)(F)F)cc(C(F)(F)F)c3)NCCN12 (stereo unspecified) | -3% | -20% | -4% | 0% | 1% | -8% | -4% | -26% | -7
CCOC(=O)Cc1csc(NC(=O)CSc2ncnc3c2cnn3-c2ccccc2Cl)n1 | -8% | -8% | -6% | 4% | -25% | -10% | -3% | -20% | -3
O=C(/C=C/c1ccccc1Cl)OCC(=O)N1CCCC1 | -2% | -2% | 13%[57.1 µM] | 5% | -1% | -4% | -5% | ? | 4
Cc1cccc(OP(=O)(Nc2c(C)n(C)n(-c3ccccc3)c2=O)Oc2cccc(C)c2)c1 | -4% | 13%[11.4 µM] | 23% | 6% | 1% | 6% | 1% | -22% | -1
C=CCn1c(SCC(=O)Nc2ccccc2C)nc2sc(C)c(C)c2c1=O | -2% | -13% | -7% | -3% | -1% | -7% | -12% | -2% | -4
CCN(CC)c1ccc(NC(=O)CN2CCN(CC(=O)Nc3ccc(F)cc3)CC2)cc1 | -3% | -25% | 10%[57.1 µM] | 7% | 0% | -6%[57.1 µM] | 1% | -18% | 5
O=C(COC(=O)Cn1cnc2ccccc21)NCCc1ccccc1 | -6% | -5% | -5%[57.1 µM] | 5% | 2% | -6%[57.1 µM] | 0% | -10% | -4
CCN(C(=O)COC(=O)c1cncc(Br)c1)C1CCS(=O)(=O)C1 (stereo unspecified) | -3% | -15% | 8% | 9% | 0% | 3% | 0% | -14% | -1
O=c1c(C/C=C/c2ccccc2)c(O)ccn1Cc1ccc(Cl)cc1Cl | -1% | -31% | 3% | 0% | 0% | -8% | -13% | 3% | -2
CCCC(=O)NC(Nc1ccccc1OC)C(Cl)(Cl)Cl (stereo unspecified) | -5% | 13% | 11%[57.1 µM] | 0% | 0% | 8%[57.1 µM] | -4% | -18% | -7
S=C(NCc1ccco1)NCc1ccccc1Cl | 14% | -7% | 5% | -8% | -5% | 6% | 1% | -25% | -5
N#Cc1cccc(Cn2nnc(-c3ccccc3)n2)c1 | 3% | -9% | -1%[57.1 µM] | 6% | 0% | -1%[57.1 µM] | 1% | -22% | -9
Cc1ccc(S(=O)(=O)CCC(=O)OCC(=O)N2CCN(c3ccccc3)CC2)cc1 | -2% | -14% | -7% | 10% | -1% | -2% | 4% | -14% | 1
COc1ccc(-c2cc(C(=O)NC3CC3)c3ccccc3n2)cc1 | -3% | -7% | 3% | -7% | 0% | -7% | -4% | -27% | -8
COc1ccccc1CC1(C)NC(=O)N(CC(=O)N2CC(C)OC(C)C2)C1=O (stereo unspecified) | -3% | 6% | 37%[activator][57.1 µM] | 6% | 2% | 21%[57.1 µM] | -10% | -5% | -11
CCc1sc(C(=O)NCCCn2ccnc2)cc1Br | -5% | 12% | 1% | 3% | -3% | 0% | -9% | -13% | -6
CCOc1cccc(NC(=O)CSc2ncc(-c3ccc(Cl)cc3)[nH]2)c1 | 13% | -20% | 3% | -15% | -9% | -2% | -4% | -19% | 1
COC(=O)c1cc2c(cc1N)OCCO2 | 0% | -6% | -3%[57.1 µM] | -1% | 0% | 10%[57.1 µM] | -1% | -1% | 7
COc1cc(NC(=O)Cn2cnc3ccccc3c2=O)c(OC)cc1Cl | -2% | -13% | -3% | 14% | 2% | -5% | -18% | -20% | -2

Source: PubChem BioAssay (National Center for Advancing Translational Sciences (NCATS))
